# Bioassay records as filed in PubChem.
# GDH-TPI counter: counter-screen for M. tuberculosis FBA inhibitors: GDH-TPI coupled enzymes | inhibition, % at 4.8 µM | 360,000 tested, 1.2% active | GDH-TPI coupled enzyme counterscreen, NADH absorbance; in the data active means inhibition above about 30%;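 further: 0% = DMSO wells and 100% = wells lacking the enzyme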
# UGM FP inh: inhibitors of M. tuberculosis UDP-galactopyranose mutase | P9WIQ1 | purified UGM, fluorescence polarization probe displacement | inhibition, % at 10 µM | 320,000 tested, 0.06% active | AID 504406; in the data active means inhibition above about 10%, passing the limit was not always enough
# Target sequence (P9WIQ1 whole entry, looked up): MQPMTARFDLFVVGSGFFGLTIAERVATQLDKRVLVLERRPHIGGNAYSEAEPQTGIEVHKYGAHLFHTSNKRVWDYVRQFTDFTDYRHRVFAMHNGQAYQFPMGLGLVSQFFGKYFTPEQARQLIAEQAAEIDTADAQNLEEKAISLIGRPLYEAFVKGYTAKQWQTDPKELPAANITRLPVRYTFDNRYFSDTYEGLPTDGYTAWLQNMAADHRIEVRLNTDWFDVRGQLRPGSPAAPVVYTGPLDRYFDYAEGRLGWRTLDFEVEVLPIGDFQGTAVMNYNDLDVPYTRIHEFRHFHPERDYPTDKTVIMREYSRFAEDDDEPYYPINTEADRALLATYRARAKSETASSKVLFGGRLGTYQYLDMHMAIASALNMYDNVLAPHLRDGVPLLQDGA
# PriA SSB inh: inhibitors of Klebsiella pneumoniae PriA binding to SSB C-terminal tail; inhibition, % at 33 µM; 430,000 tested, 0.6% active; AlphaScreen SSBct-PriA binding, biotinylated peptide; AID 1272365; in the data active means inhibition mostly above about 37%, no sharp cut-off; inactive means mostly below about 20%;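 further: plate controls were negative control peptide for no effect and reference peptide for full effect; strong numbers were not always called active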
# Mtb BioA inh: BioA (M. tuberculosis) enzyme inhibition. purified M. tuberculosis BioA enzyme, plate reader. inhibition, % at 9.99 µM. 360,000 tested, 0.096% active; in the data active means inhibition above about 40%
# SARS 3CLpro inh: SARS-CoV 3CLpro protease inhibition; P0C6X7; recombinant SARS-CoV 3CLpro, quenched FRET peptide cleavage; inhibition, % at 6 µM; 290,000 tested, 0.14% active; in the data active means inhibition above about 12%
# FBA Mtb inh: Mtb fructose-bisphosphate aldolase inhibition; inhibition, % at 1 µM; 360,000 tested, 2.3% active; P9WQA3; purified M. tuberculosis FBA, fluorescence read-out; in the data active means inhibition above about 27%;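 further: 0% = vehicle and 100% = reference inhibitor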
# Vc quorum ag: induces V. cholerae light production without autoinducers; activation, % at 18.7 µM; V. cholerae BH1578 lux reporter, luminescence, 6 h; AID 588436; 350,000 tested, 0.16% active; in the data active means activation mostly above about 9.7%, no sharp cut-off; further: not every result past the cut was called active; inactives centre near 0; reference of the scale not given here
# MazEF act: increases E. coli MazEF RNase cleavage of RNA | P0AE70 | FAM/BHQ RNA-DNA oligo cleavage fluorescence, 5 h | activation, % at 20 µM | 350,000 tested, 0.32% active; in the data active means activation above about 50%
# Target sequence (P0AE70 whole entry, looked up): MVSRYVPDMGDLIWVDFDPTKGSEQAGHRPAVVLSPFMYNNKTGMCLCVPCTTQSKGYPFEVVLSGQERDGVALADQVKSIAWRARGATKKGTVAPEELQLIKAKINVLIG
# DUSP3 inh: DUSP3 (human) phosphatase inhibition; P51452; recombinant VHR phosphatase, pNPP absorbance; inhibition, % at 13.3 µM; 290,000 tested, 0.52% active; AID 1654; in the data active means inhibition above about 50%; further: some compounds called inactive have numbers as strong as hits
# Target sequence (P51452 whole entry, looked up): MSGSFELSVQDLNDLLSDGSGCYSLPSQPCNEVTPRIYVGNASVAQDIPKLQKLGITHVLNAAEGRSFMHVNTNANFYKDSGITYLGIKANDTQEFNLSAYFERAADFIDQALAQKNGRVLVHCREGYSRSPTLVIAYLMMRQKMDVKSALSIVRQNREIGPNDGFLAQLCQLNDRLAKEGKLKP
# Rv3671c protease: Rv3671c (M. tuberculosis) protease inhibition. P9WHR9. inhibition, % at 5.96 µM. 320,000 tested, 0.048% active. AID 2606; in the data active means inhibition above about 38%;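 further: extracellular domain of Rv3671c used as enzyme; 0% = enzyme with DMSO and 100% = no enzyme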
# Target sequence (P9WHR9 whole entry, looked up, the tested form may be a part): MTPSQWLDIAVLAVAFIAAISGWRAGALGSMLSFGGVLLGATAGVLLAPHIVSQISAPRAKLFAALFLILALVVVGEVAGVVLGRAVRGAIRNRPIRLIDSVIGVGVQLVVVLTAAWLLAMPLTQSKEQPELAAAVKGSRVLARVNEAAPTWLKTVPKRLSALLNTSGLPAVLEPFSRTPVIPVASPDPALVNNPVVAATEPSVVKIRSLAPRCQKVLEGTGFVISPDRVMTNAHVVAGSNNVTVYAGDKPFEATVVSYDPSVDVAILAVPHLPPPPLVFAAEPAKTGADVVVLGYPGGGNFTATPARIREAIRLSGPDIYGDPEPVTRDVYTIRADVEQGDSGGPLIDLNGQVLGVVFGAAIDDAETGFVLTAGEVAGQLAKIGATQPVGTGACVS
# * hit, by the source's call; i = inactive; · = not tested or not shown; + = active, no number; & = joins results of further samples.
SMILES,GDH-TPI counter,UGM FP inh,PriA SSB inh,Mtb BioA inh,SARS 3CLpro inh,FBA Mtb inh,Vc quorum ag,MazEF act,DUSP3 inh,Rv3671c protease
O=C(OC(c1ccc(NS(=O)(=O)c2ccccc2)cc1)(C(F)(F)F)C(F)(F)F)c1ccccc1,4.0,0.5,-3.5,·,6.4,3.7,-0.1,3.4,-6.9,-35.6
CCC(C)(C)n1nnnc1C(c1ccc(F)cc1)N1CCN(C(=O)c2ccco2)CC1 (centres undefined),-4.5,-1.9,-6.6,1.3,4.3,0.7,-0.6,5.8,44.7,-1.7
Cc1c(NC(=O)/C(C#N)=C/C2CC=CCC2)c(=O)n(-c2ccccc2)n1C (centres undefined),2.5,1.6,-8.2,-2.8,3.2,3.7,i,7.3,14.5,-4.8
NS(=O)(=O)c1ccc(NC(=S)NC2CCCC2)cc1,-8.4,-0.3,1.2,-1.0,4.5,1.3,-0.4,0.7,24.8,-1.6
O=C(c1ccccc1)N1CC(COc2ccccc2)OC(c2ccco2)O1 (centres undefined),13.4,-1.3,-2.4,1.4,1.9,-1.9,i,-0.7,5.4,-3.0
Cc1ccc(NC(=O)Cc2ccc(-n3cccc3)cc2)c(C)c1,-0.7,2.2,2.3,-2.3,-6.5,-1.5,-0.8,-9.3,1.5,-11.7
Cc1cccc(NC(=O)CSc2nsc(SCC(=O)Nc3cccc(C)c3)c2C#N)c1,7.8,0.0,-0.9,·,2.5,-0.6,-0.3,2.3,23.7,-36.4
COc1ccc(-c2csc(N(CCCN(C)C)C(=O)c3ccc(C(C)(C)C)cc3)n2)cc1,0.8,1.4,29.6,-1.4,-3.5,-0.9,i,17.4,-28.8,2.9
CNc1cc(=O)n(C)c(=O)n1-c1ccccc1,-3.2,0.3,3.2,·,·,-0.6,-0.5,-5.7,·,0.4
COc1ccc(Oc2ccc(/C=C/C(=O)c3ccc(O)cc3)cc2[N+](=O)[O-])cc1,18.7,-0.1,25.4,·,-2.3,0.0,-0.1,-12.7,42.9,-88.1
CCOc1ccccc1C(=O)OCC(=O)Nc1ncc(C(F)(F)F)cc1Cl,-2.6,-1.6,-24.1,-0.8,6.2,2.5,-1.8,-3.8,-12.5,-2.9
Cc1ccc(N(C(=O)c2snc(C(N)=O)c2N)C(CC(C)C)C(=O)NC2CCCC2)cc1 (centres undefined),5.5,1.4,1.0,1.3,1.7,-1.1,i,-1.1,64.0,-3.2
Cc1noc(C)c1COC(=O)c1ccc2c(c1)S(=O)(=O)c1ccccc1C2=O,4.1,0.7,-11.3,-0.9,-6.6,0.4,-0.5,-1.0,-3.6,3.1
COc1ccc(N(C(=O)CNC(=O)c2ccco2)C(C(=O)NC2CCCC2)c2ccco2)cc1 (centres undefined),1.5,1.6,8.0,0.3,-4.3,4.3,0.3,-0.7,10.1,-0.3
Cc1ccc(/C=C/C(=O)Nc2ccc([N+](=O)[O-])c(NC(=O)/C=C/c3ccc(C)o3)c2)o1,16.5,0.8,-15.9,·,-3.2,-1.6,0.3,-2.3,2.9,-47.0
Cc1cccc(C(=O)N[C@H](C(=O)OCC(=O)NC(=O)c2cccn2C)C(C)C)c1,-1.9,5.8,-1.7,·,4.8,1.7,-0.3,-22.0,2.6,4.7
C=CCn1c(SCC(=O)Nc2nnc(C)s2)nnc1-c1cccnc1,-3.5,-0.3,-6.7,·,-1.2,1.0,-0.4,8.7,3.9,0.3
C/C(CC(=O)Nc1ccc([N+](=O)[O-])cc1)=N/NC(=O)C1CC12CCC2 (centres undefined),-2.2,3.9,·,1.5,-0.8,-4.3,-0.3,5.9,6.7,-3.9
COc1ccc(NC(=O)CN2C(=O)C(C)SC(C)C2=O)cc1 (centres undefined),-1.3,3.1,-4.5,·,-1.3,-3.5,-0.3,3.0,16.4,-3.8
Cc1ccccc1Cn1c(=O)n(C)c(=O)c2sccc21,-2.6,3.3,-14.2,0.5,2.7,0.4,3.8,-8.6,34.5,-1.6

# As entered above:
# Mtb BioA inh with `C/C(CC(=O)Nc1ccc([N+](=O)[O-])cc1)=N/NC(=O)C1CC12CCC2` (centres undefined) → 1.5
# Vc quorum ag with `O=C(OC(c1ccc(NS(=O)(=O)c2ccccc2)cc1)(C(F)(F)F)C(F)(F)F)c1ccccc1` → -0.1

# More structures
SMILES,GDH-TPI counter,UGM FP inh,PriA SSB inh,Mtb BioA inh,SARS 3CLpro inh,FBA Mtb inh,Vc quorum ag,MazEF act,DUSP3 inh,Rv3671c protease
CC(NC(=O)C(Cc1ccccc1)N1C(=O)C2C3CCC(C3)C2C1=O)c1ccccc1 (centres undefined),2.9,-1.1,-15.1,0.4,0.7,-2.0,-2.9,-2.6,2.7,-6.0
CCC/C(O)=C1\C(=O)CCCC1=NCCc1c(C)[nH]c2ccccc12,-2.5,-1.9,·,2.7,-6.9,0.8,-0.6,1.0,-3.6,10.9
O=C(OCC(=O)N1CCCc2ccccc21)c1cncc(Br)c1,0.0,1.5,-3.4,·,8.2,-2.1,·,-0.4,13.3,-2.9
CCOC(=O)C(CCSC)NC(=O)CN (centres undefined),2.9,-0.7,-15.5,-1.5,1.5,0.3,-1.3,4.6,31.9,2.3
CC1(C)CC(n2[nH]c(=O)c3c2NC(=O)CSC3c2ccc(F)cc2)CCO1 (centres undefined),7.1,0.0,4.5,-0.4,1.2,-3.2,i,6.5,1.5,-2.1
CC1CCN(C(=O)C2CCCN(S(C)(=O)=O)C2)CC1 (centres undefined),1.6,-2.8,-3.1,-2.8,5.3,2.5,i,-2.8,-3.2,12.0
CCOC(=O)NC(=O)/C(C#N)=C\Nc1sccc1C(=O)OC,6.1,5.2,-11.3,·,-10.1,-1.7,i,11.1,11.8,40.7*
C/C(CCc1ccco1)=N/NC(=O)CCC(=O)Nc1ccc(Br)cc1,3.7,-1.9,·,·,3.9,-2.9,-0.4,-1.2,12.4,-11.9
COc1cc(/C=C2\CCc3ccccc3C2=O)cc(OC)c1OC,7.3,0.8,-4.3,10.6,1.4,4.3,-0.4,-7.9,-10.8,2.7
CCCCN1CC[C@H]2C=CC[C@@H](C(=O)Nc3ccc(Cl)c(C(F)(F)F)c3)[C@H]2C1=O,-7.6,-1.8,2.1,0.4,·,0.7,-2.4,1.8,·,0.5
O=C(Cn1cnc2ccccc21)N/N=C/c1ccccc1[N+](=O)[O-],3.0,-1.6,·,3.8,7.7,0.5,-0.5,1.7,23.7,-6.5
CCN1CCCCC(=N/O)/C(=N/O)CCCC1,-7.8,2.8,·,1.8,5.2,1.5,0.4,11.5,15.2,-4.7
O=C(Nc1cccc2ccccc12)OCc1cncs1,-9.8,-2.1,-8.8,-2.6,6.7,-2.6,-4.5,-0.6,46.2,6.3
O=C(O)c1cc(-n2cccc2)ccc1N1CCOCC1,-1.5,-2.5,1.9,1.4,2.8,0.0,-0.4,6.7,27.1,9.4
Cc1ncsc1CCOC(=O)c1ccc(N2CCOCC2)c([N+](=O)[O-])c1,-6.7,0.9,-3.2,·,5.6,-1.9,-0.5,0.5,-5.2,2.6
O=C(O)CCC(=O)NNC(=O)COc1ccc2ccccc2c1Br,6.9,0.4,-27.4,·,-3.4,3.6,0.5,-5.0,40.0,4.7
C=CCc1c(C)nc(N)[nH]c1=O,-4.9,2.4,-4.9,-0.3,3.8,3.4,-0.6,4.1,4.4,-5.4
CC1CC(C)CN(CC(C)(C)NS(=O)(=O)c2ccc(Cl)cc2)C1 (centres undefined),-0.9,2.0,-4.9,0.6,-6.3,-3.3,·,-3.4,35.2,-4.3
CC(C)C(NC(=O)CN1C(=O)c2cccc3cccc1c23)C(C)C,35.7*,-0.7,-19.6,-1.3,0.6,1.8,-0.5,10.4,-8.4,4.7
CCCCOc1ccc(N(CC(=O)NCc2ccccc2)C(=O)c2csnn2)cc1,-1.6,0.2,2.3,0.6,2.0,0.7,-0.4,1.6,38.4,-4.5

# 4 entries already listed, ordered by formula weight, descending:
SMILES,GDH-TPI counter,UGM FP inh,PriA SSB inh,Mtb BioA inh,SARS 3CLpro inh,FBA Mtb inh,Vc quorum ag,MazEF act,DUSP3 inh,Rv3671c protease
CCCCN1CC[C@H]2C=CC[C@@H](C(=O)Nc3ccc(Cl)c(C(F)(F)F)c3)[C@H]2C1=O,-7.6,-1.8,2.1,0.4,·,0.7,-2.4,1.8,·,0.5
C/C(CCc1ccco1)=N/NC(=O)CCC(=O)Nc1ccc(Br)cc1,3.7,-1.9,·,·,3.9,-2.9,-0.4,-1.2,12.4,-11.9
O=C(O)CCC(=O)NNC(=O)COc1ccc2ccccc2c1Br,6.9,0.4,-27.4,·,-3.4,3.6,0.5,-5.0,40.0,4.7
O=C(Nc1cccc2ccccc12)OCc1cncs1,-9.8,-2.1,-8.8,-2.6,6.7,-2.6,-4.5,-0.6,46.2,6.3

# Further entries follow:
SMILES,GDH-TPI counter,UGM FP inh,PriA SSB inh,Mtb BioA inh,SARS 3CLpro inh,FBA Mtb inh,Vc quorum ag,MazEF act,DUSP3 inh,Rv3671c protease
COc1ccc(CNC(=O)C2CCN(C(=O)c3ccccc3)CC2)cc1,-2.1,1.7,-12.9,-0.6,-2.9,-2.2,i,5.6,6.5,-2.4
Cc1ccc(COC(=O)c2nn(-c3ccccc3)nc2N)cc1,1.3,2.6,0.9,·,-1.6,85.6*,-0.5,-10.7,22.6,-15.2
Cc1cc(C(=O)Nc2sc3c(c2C#N)CCCCC3)cs1,20.2,-1.1,-14.7,-4.8,2.2,8.9,-0.3,-4.0,-0.2,8.6
O=C(N/C=C/c1ccc(Cl)cc1)NCc1ccc(Cl)cc1,5.9,-1.0,3.5,0.2,-3.7,0.2,-0.4,0.5,13.6,-18.9
COc1ccc(C2N(c3cccc(Cl)c3)C(=O)C3CCCN32)cc1 (centres undefined),-4.0,0.9,-5.1,-1.1,0.9,-0.5,-0.2,13.1,8.7,1.7
CN(C)CCN=Cc1c(O)n(Cc2ccccc2)c(=O)c2ccccc12,23.2,-0.1,5.8,7.3,-0.6,19.1,-0.2,5.4,14.0,0.5
O=[N+]([O-])c1ccc(NS(=O)(=O)c2cccc3cccnc23)cc1,12.8,-0.1,-5.3&1.0,-1.0,1.5,-1.1,3.8,-0.8,13.9,1.4
Cc1cc(C)cc(Oc2cc(NC(=O)c3cn(C)nc3C)cc([N+](=O)[O-])c2)c1,10.1,-1.4,-4.5,-2.2,-0.2,0.1,i,16.6,14.8,-47.5
O=C(CN1C(=O)NC(c2ccccc2)(c2ccccc2)C1=O)c1c[nH]c2ccccc12,·,4.8,·,·,3.8,·,·,·,33.4,-57.9
COc1cc(CN2CCCC(C(=O)c3sccc3C)C2)cc(OC)c1O (centres undefined),1.9,0.2,-0.3,·,0.1,1.9,-0.3,-106.0,23.4,0.6
CCCn1c(=N)c(C(=O)NC2CCCC2)cc2c(=O)n3cccc(C)c3nc21,7.3,-0.7,-1.3,-2.2,-5.8,+,16.7*,14.4,17.7,-6.0
Cn1c(C(=O)OC(C(=O)NCc2ccco2)c2ccncc2)cc2sccc21 (centres undefined),3.2,-0.8,-16.7,-1.0,2.8,2.1,-0.5,0.3,-11.9,4.6
Cc1ccc(C2=NS(=O)(=O)N(C)C(C(=O)NCc3ccccn3)=C2)cc1,28.2,-1.5,-8.6,-1.8,-8.1,-1.1,-0.2,-0.3,17.3,2.4
COc1cccc(CNC(=O)C(=O)N2CCC3(CC2)OCCN3S(=O)(=O)c2ccc(C)cc2)c1,-11.2,1.5,1.9,-1.2,·,-1.0,-14.3,3.3,·,-0.6
CCCCSc1nc2sc3c(c2c(=O)[nH]1)CCC3,4.0,-1.2,-0.3,-0.4,-1.6,4.1,i,-1.8,-4.1,0.0
Cc1nn(C2CCS(=O)(=O)C2)c(Cl)c1/C=C/C(=O)OCC(=O)Nc1ccccc1OC(F)F (centres undefined),-2.5,-1.7,-2.9,·,-0.1,-0.8,i,1.4,22.9,-1.6
C=CCc1c(C)nc(-c2ccccc2)nc1N/N=C/c1ccccc1,14.2,1.8,·,·,3.2,-2.5,-0.5,-6.7,37.8,-12.7
COc1cc([N+](=O)[O-])ccc1NC(=O)CSc1ccccn1,8.2,-0.8,·,·,-2.9,2.2,-1.2,·,12.3,12.6
O=C(C1CC(=O)N(c2ccc(F)cc2)C1)N1CCCCC1 (centres undefined),3.8,2.8,-11.8,-0.6,5.0,3.0,-3.1,4.5,2.2,-13.2

# This is a subset. The share of hits here may be higher or lower than overall.
